# Compound activity from PubChem BioAssay.
# IMPase inh = membrane-permeable compound that blocks inositol monophosphatase | CHO-M1 cells, IP1 accumulation, HTRF TR-FRET ratio | inhibition (IP1 accumulation), % at 46.1 µM | 120,000 tested, under 10 active | AID 901; active = well fitted curve in the direction sought with a large enough effect in the signal ratio, not every such curve was filed as active; inconclusive = small, poorly fitted or top-dose-only effect, or a change in a side signal; inactive = no such curve, though single readings can be large or run the other way; the % refers to the signal ratio;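 also: cells stimulated with carbachol in lithium chloride buffer; plate controls were DMSO basal wells for no effect and reference inhibitor wells for full effect; higher means more IMPase inhibition seen as more IP1 and lower FRET ratio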
# Target sequence (P97697 whole entry, looked up): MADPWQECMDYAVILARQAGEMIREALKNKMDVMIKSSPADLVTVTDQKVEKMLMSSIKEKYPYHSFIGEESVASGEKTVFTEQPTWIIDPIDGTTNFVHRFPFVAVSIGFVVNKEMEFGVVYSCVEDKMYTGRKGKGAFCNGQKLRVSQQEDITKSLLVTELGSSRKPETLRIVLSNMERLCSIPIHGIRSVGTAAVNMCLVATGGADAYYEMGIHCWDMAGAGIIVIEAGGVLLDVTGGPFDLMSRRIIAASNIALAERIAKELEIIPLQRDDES
#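 Carbachol-driven Gq signalling in CHO-M1 cells (2000/well) generates IP1. Compounds that block IMPase raise IP1 and so reduce the FRET signal from Eu-anti-IP1 and d2-IP1 after a 10 min room-temperature lysis.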
# PNC inhibitor = perinucleolar compartment assembly inhibition; PC3M PTB-GFP, PNC prevalence imaging, 16 h; active compounds read low; activity change (PNC), negative = inhibition, % at 10 µM; 140,000 compounds, 3.1% hits;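 active = readout at or below -70, meaning at least 70% loss of cells showing the perinucleolar compartment, a nuclear body marking cancer cells; inconclusive = readout between -30 and a set limit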;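 also: plate controls were DMSO wells for no effect and camptothecin positive control wells for full effect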
#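 PC3M cells stably expressing PTB-GFP, 750–1000 cells/well, treated 16 h at 37 °C with compound (23 nl of library stock), in duplicate. After paraformaldehyde fixation and Hoechst stain, imaged at 20x; PNC prevalence scored by image analysis.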
# ALOX12 inhib = inhibitors of human 12-lipoxygenase (ALOX12) | P18054 | purified 12-hLO, xylenol orange hydroperoxide absorbance | Potency, µM (highest dose often 57.1 µM), without a hit: at the highest dose activity change, negative = inhibition, hits mostly inhibitors | 150,000 compounds, 0.12% hits; also: potency is read from the fitted curve at half-maximal effect; nearly all actives have a fitted effect of over 55% in size; many of its hits are not listed in these tables
#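 Purified human 12hLO (150 nM final) was preincubated with compounds for 15 min at room temperature in 25 mM Hepes pH 7.0, 0.01% Triton X-100, then reacted with 40 uM arachidonic acid for 30 min. Hydroperoxide was detected with ferrous iron/xylenol orange.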
# 15-hLO-2 inh = inhibitors of human 15-lipoxygenase 2 (ALOX15B) | O15296 | 110,000 compounds, 0.56% hits | Potency, µM (highest dose often 57.1 µM), inactives show top-dose activity change, negative = inhibition, most hits filed as inhibitors | purified 15hLO-2, xylenol orange hydroperoxide absorbance; also: potency is read from the fitted curve at half-maximal effect; nearly all actives have a fitted effect of over 60% in size; many of its hits are not listed in these tables
# Target sequence (O15296 whole entry, looked up): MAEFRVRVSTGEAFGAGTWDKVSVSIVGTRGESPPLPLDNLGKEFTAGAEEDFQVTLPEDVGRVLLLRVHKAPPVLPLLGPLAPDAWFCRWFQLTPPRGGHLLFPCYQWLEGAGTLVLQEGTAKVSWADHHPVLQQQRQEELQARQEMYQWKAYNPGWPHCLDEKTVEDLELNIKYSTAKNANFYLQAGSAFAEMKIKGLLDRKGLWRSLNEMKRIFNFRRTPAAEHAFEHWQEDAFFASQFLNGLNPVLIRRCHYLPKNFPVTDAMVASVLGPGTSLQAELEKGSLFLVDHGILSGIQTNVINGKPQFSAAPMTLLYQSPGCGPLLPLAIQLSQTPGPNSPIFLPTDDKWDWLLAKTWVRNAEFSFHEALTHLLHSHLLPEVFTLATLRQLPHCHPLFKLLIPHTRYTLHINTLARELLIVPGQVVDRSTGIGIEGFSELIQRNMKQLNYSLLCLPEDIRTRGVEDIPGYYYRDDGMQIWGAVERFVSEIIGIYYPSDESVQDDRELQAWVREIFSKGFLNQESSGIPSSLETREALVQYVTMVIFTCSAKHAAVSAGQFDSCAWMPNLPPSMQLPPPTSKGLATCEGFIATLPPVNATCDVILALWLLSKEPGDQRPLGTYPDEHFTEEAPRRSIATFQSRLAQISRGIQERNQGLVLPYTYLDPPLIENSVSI
#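 Enzyme 50 nM, AA 45 uM, 25 mM Hepes pH 7.5 + 0.01% Triton X-100; cpd preinc 15 min RT, rxn 90 min RT; stop/detect with 200 uM XO + 300 uM Fe(II) in 50 mM H2SO4, 30 min; A573/A405.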
# * marks the source's active call; other numbers are inactive results; ? = inconclusive; nt = no result given; [ ] = remark or other dose. Unless noted, calls follow the shape of the dose curve; as a rule, active = well fitted curve in the direction sought with a large enough effect; inconclusive = small, poorly fitted or top-dose-only effect, or another doubt; inactive = no such curve, though single readings can be large; an effect the other way counts as inactive or inconclusive. Unless noted, % is scaled to controls: 0 for no effect and ±100 for the full control effect.
SMILES,IMPase inh,PNC inhibitor,ALOX12 inhib,15-hLO-2 inh
COCCN1C(=O)N[C@@H](c2ccccc2)C(C(C)=O)=C1C,nt,?,-2%,nt
Cc1ccc(NC(=O)COc2ccc(Br)cc2C)cc1,nt,-23,-2%,nt
CCCCC(=O)NC1=NC(=O)C(C)(C)S1,0,25,1%,-2%
COc1ccc(NC(=O)C(c2ccccc2)N(C)C(=O)c2cnccn2)cc1 (stereo not given),15,3,-7%,15%
O=C(O)c1cccc(NC(=O)C23CC4CC(C2)CC(n2cnc(Cl)n2)(C4)C3)c1,-6,-13,2%,-6%
c1ccc2[nH]c(CSc3nnc(-c4ccncc4)o3)nc2c1,0,?,-6%,-3%
CCN1CCN(c2nc3c(C)cccn3c(=O)c2/C=C(\C#N)S(=O)(=O)c2ccccc2)CC1,-2,?,2%,0%[2.29 µM]
NC(=O)CS(=O)C[C@H](N)C(=O)O (stereo not given in full),nt,nt,0%[11.4 µM],20%[11.4 µM]
CC(C)CNS(=O)(=O)c1ccc(NC(=O)Cn2nc(-c3ccc(F)cc3)ccc2=O)cc1,nt,43,-5%,nt
Cc1cc(C)nc(/N=C(\N)Nc2ccc([N+](=O)[O-])cc2)n1,nt,?,1%,nt
N=c1n(CCN2CCCC2)c2ccccc2n1CC(O)c1ccco1 (stereo not given),0,-92*,10%,56%[activator]
COC(=O)C1=C(C)N(c2ccc(C)cc2)/C(=C/c2cccs2)C1=O,0[1.84 µM],7,0%,3%[11.4 µM]
CCCn1nnnc1SCC(=O)N1CCCC1,5,-2,1%,2%
COCCn1c(SC)nnc1-c1c[nH]c2ccccc12,2,?,2%,9%
CCOC(=O)c1cc2c(ccn2C)n1CC(=O)N(Cc1ccccc1)c1ccc(F)cc1,14,-9,-7%,nt
COc1cc(C(=O)Nc2c(-c3ccccn3)c(=O)c3ccccc3n2C)cc(OC)c1OC,-6,-22,-4%,0%
CC(=O)OC(C(=O)NC1CCCCC1)c1ccc(C#N)cc1 (stereo not given),-10,-15,3%,4%
CCOc1cc2[nH]c(=O)n(CCCC(=O)NCc3ccco3)c(=O)c2cc1OCC,5,27,-5%,4%
S=c1[nH]nc(-c2ccc(Cl)cc2)n1CC1CCCO1 (stereo not given),-7,5,-2%,-4%
CNC(=S)N/N=C/c1c(C)nn(-c2ccccc2)c1Cl,-2,6,-4%,-25%
CC1=CC(C)(C)N(C(=O)CSc2ncn[nH]2)c2ccc(C)cc21,7,23,2%,3%
O=C(Cn1cnc([N+](=O)[O-])c1)NC1CCCC1,nt,?,-2%,nt
Cn1c(=O)c2nc(-c3ccc(Cl)cc3Cl)oc2c2ccccc21,-1,50,0%,nt
Cc1ccc(S(=O)(=O)N2CCN=C2c2ccccc2)cc1C,nt,-8,-2%,nt
CCCn1c(=O)[nH]c2nc(-c3ccc(S(=O)(=O)O)cc3)[nH]c2c1=O,?,nt,5%,19%
# (listing goes on)
SMILES,IMPase inh,PNC inhibitor,ALOX12 inhib,15-hLO-2 inh
CCCCn1c(=O)nc2n(-c3ccccc3)c3ccccc3cc-2c1=O,4,61,1%,-11%
Cc1ccc(-c2noc(CSc3nnc(-c4ccccc4)n3C)n2)cc1,4,?,-5%,-2%
Cc1ccc(NC(=O)N2Cc3ccccc3CC2C(=O)NC(C)(C)C)cc1 (stereo not given),?,4,-2%,-12%
O=C(Nc1nncs1)c1cccc(S(=O)(=O)N2CCOCC2)c1,6,10,-2%,0%
O=C(CSc1ccccc1)Nc1ccc(S(=O)(=O)NCC2CCCO2)cc1 (stereo not given),7,?,-3%,-7%
CN(C)C(=O)c1ccc(-c2nc(NCc3cccnc3)c3ccccc3n2)cc1,nt,nt,-3%,2%
Cn1c(=O)c(=O)n(C)c2cc(S(=O)(=O)N3CCN(c4ccccc4F)CC3)ccc21,nt,4,-4%,nt
O=S(=O)(CC(O)COc1ccccc1Cl)c1ccccc1 (stereo not given),2,-15,0%,-2%
COC(=O)c1c(NC(=O)CN2CCN(c3ccccc3OC)CC2)c2cc(C)ccc2n1C,-14,30,0%,6%
CC(=O)c1cccc(NC2c3ncccc3C(=O)N2Cc2ccco2)c1 (stereo not given),-1,2,10%,-16%
N#Cc1ccc(CSc2ncnc3c2cnn3Cc2ccccc2)cc1,22,-2,-15%,2%
O=C(NCc1ccco1)C(c1cccnc1)N(C(=O)Cn1nnc2ccccc21)c1ccc(F)cc1 (stereo not given),0,20,2%,9%
CN(CCC#N)S(=O)(=O)c1ccc2c(c1)c(=O)n(C)c(=O)n2C,-9,-20,-5%,4%
CCCCCCn1c(N(CC)CC)nc2c1c(=O)[nH]c(=O)n2C,13,6,-8%,-6%
CC(=NCCCN(C)C)C1=C(O)c2ccccc2C1=O,4,28,4%,-2%
C1CCC2(CC1)C1=C(CCCC1)Nc1nnnn12,7,?,-8%,-13%
COc1ccc(N2C(=O)[C@H]3CCC=C[C@H]3[C@@H]2c2ccccc2Br)cc1,nt,nt,-2%[0.00818 µM],-3%[0.0915 µM]
COc1ccc(-c2nnc3sc(-c4ccccc4OC)nn23)cc1,-7,?,-6%,-8%
CC1CCN(c2ccccc2NC(=O)c2ccc(F)cc2)CC1,12,42,0%,6%
CCOC(=O)c1ccc(NC(=O)NCc2ccn(CC)n2)cc1,-10,?,-9%,nt
O=C(N/N=C\c1cccc([N+](=O)[O-])c1O)C1COc2ccccc2O1 (stereo not given),1,?,5%,nt
Cc1nc(NC(N)=S)sc1C(=O)Nc1ccccc1,-7,42,-9%,-19%
CC1CC(=O)c2cn3c(nc2C1)nc1ccccc13 (stereo not given),-2,-8,6%,-7%
Cc1cc(C)nc(SCc2cc(=O)c(OC(=O)c3ccc(S(=O)(=O)N(C)C)cc3)co2)n1,-5,?,2%,nt
Fc1ccc(-c2nc3ccccc3c3nc4ccccc4n23)cc1,nt,52,1%,nt
# Going on with the list.
SMILES,IMPase inh,PNC inhibitor,ALOX12 inhib,15-hLO-2 inh
O=C(OCc1nc2ccccc2s1)c1ccc(Br)s1,-4,?,2%,-8%
COC(=O)[C@@]1(Cc2ccccc2)[C@H]2c3cc(C(=O)N4CCCC4)n(Cc4cc(F)cc5c4OCOC5)c3C[C@H]2CN1C(=O)c1ccccc1,nt,nt,1%,-3%
O=C(COc1ccc(Br)cc1Br)NC(=S)N1CCCc2ccccc21,1,60,-12%,?
COc1ccc(C(=O)Nc2ccccc2C(=O)NC(Cc2ccc(O)cc2)C(=O)NNC(=O)c2ccccc2Cl)cc1 (stereo not given),14,35,-10%,nt
O=C(CCc1nc2ccccc2c(=O)[nH]1)Nc1ccc(Cl)c(Cl)c1,nt,-27,0%,nt
Clc1ccc(C2=CSC3=NCCN23)cc1Cl,11,?,0%,-13%
Cc1nnc(NC(=O)CSc2nccn2C)s1,-4,-29,4%,nt
CCN1/C(=C/c2cc[n+](C)cc2)C=Cc2cc(C)ccc21,nt,?,0%,nt
COC(=O)c1ccc(C2/C(=C(\O)c3ccc4c(c3)OCCO4)C(=O)C(=O)N2CCCN(C)C)cc1 (stereo not given),-2,25,-2%,-7%
Cc1cc(OCC(=O)N2CCc3ccccc3C2)c2c(-c3ccccc3)cc(=O)oc2c1,5,?,0%,-1%
Cc1cc(C)n(-c2c(F)c(F)c(CN3CCOCC3)c(F)c2F)n1,-5,-4,3%,0%
Cn1c(=O)c2c(ncn2C)n(C)c1=O,6,nt,-3%,-13%
O=C(O)CCc1nc(-c2ccccc2)c(-c2ccccc2)o1,1[20.6 µM],nt,0%[11.4 µM],3%[11.4 µM]
CC(C)C(=O)NC(=S)Nc1ccc(S(=O)(=O)N2CCN(C)CC2)cc1,nt,-6,5%,nt
O=C(O)CCC(=O)N1CCc2cc(S(=O)(=O)NC3CCCc4ccccc43)ccc21 (stereo not given),-5,-10,-2%,-9%
COc1cccc(S(=O)(=O)Nc2cccnc2)c1,-4,58,-7%,-3%
COc1ccc(/C=C(/NC(=O)c2ccccc2)C(=O)N/N=C/c2ccncc2)cc1,-8,-4,-1%,nt
COC(=O)c1ccccc1NC(=O)c1cncc(Br)c1,8,90,2%,?
Cc1ccc(C)c(OCCn2cc(/C=C(\C#N)C(=O)NCC3CCCO3)c3ccccc32)c1 (stereo not given),nt,?,-1%,nt
CNC1=C(N(C(C)=O)c2ccc(Br)cc2)C(=O)c2ccccc2C1=O,nt,-20,7%,nt
CCc1[nH]c(=O)c(C#N)c2c1CSC(C)(C)C2,-3,5,4%,nt
CCOC(=O)N1CCC(NC(=O)c2ccc(CS(=O)(=O)c3ccc(OC)cc3)o2)CC1,-3,3,10%,3%
CC1=C(C(=O)OC(C)C)C(c2cccc([N+](=O)[O-])c2)n2c(cc(=O)[nH]c2=S)N1 (stereo not given),nt,?,?,nt
CCCn1c(SCC(=O)/C(C#N)=C(\C)N)n[nH]c1=O,-11,18,-4%,0%
Cc1cc(C)cc(NC(=O)C2(c3ccccc3)CC2(Cl)Cl)c1 (stereo not given),13,120,0%,-18%
# Next entries:
SMILES,IMPase inh,PNC inhibitor,ALOX12 inhib,15-hLO-2 inh
CCCN(CCC)S(=O)(=O)c1ccc(N2CCCC2=O)c([N+](=O)[O-])c1,nt,?,0%,nt
CC1CN(CN2C(=O)c3ccccc3C2=O)CC(C)O1 (stereo not given),-4[1.84 µM],-10,-2%,7%[11.4 µM]
O=C(O)c1ccc(NC(CSCc2cccc(F)c2)C(=O)O)c([N+](=O)[O-])c1 (stereo not given),1,11,-11%,-11%
COc1ccccc1OCC(=O)N1CCNC1=O,4,19,-1%,nt
COc1ccc(N2C(=O)CCC(C(=O)O)C2c2ccc(OC)c(OC)c2)cc1 (stereo not given),9,3,-4%,2%
CCOc1cc(/C=C(/C#N)c2ccc(F)cc2)ccc1OCc1ccc(C(=O)O)o1,-2,7,-17%,-21%
CCOC(=O)C1CCCN(C(=O)c2cc(-c3ccccc3)on2)C1 (stereo not given),?,2,2%,0%
CSCCC(NC(=O)c1cncc(Br)c1)C(=O)O (stereo not given),2,60,8%,-1%
Cc1ccc(OCC(=O)Sc2ccc(C)cc2)cc1,1,67,-5%,-6%
O=C(Nc1ccc(C(O)(C(F)(F)F)C(F)(F)F)cc1)c1ccc(Cl)c([N+](=O)[O-])c1,nt,-21,-3%,nt
CCOc1ccc(NC(=O)C2CSC(c3ccncc3)=N2)cc1 (stereo not given),nt,58,-2%,nt

# Among those listed so far, eleven have fluorine:
SMILES,IMPase inh,PNC inhibitor,ALOX12 inhib,15-hLO-2 inh
CC(C)CNS(=O)(=O)c1ccc(NC(=O)Cn2nc(-c3ccc(F)cc3)ccc2=O)cc1,nt,43,-5%,nt
CCOC(=O)c1cc2c(ccn2C)n1CC(=O)N(Cc1ccccc1)c1ccc(F)cc1,14,-9,-7%,nt
Cn1c(=O)c(=O)n(C)c2cc(S(=O)(=O)N3CCN(c4ccccc4F)CC3)ccc21,nt,4,-4%,nt
O=C(NCc1ccco1)C(c1cccnc1)N(C(=O)Cn1nnc2ccccc21)c1ccc(F)cc1 (stereo not given),0,20,2%,9%
CC1CCN(c2ccccc2NC(=O)c2ccc(F)cc2)CC1,12,42,0%,6%
Fc1ccc(-c2nc3ccccc3c3nc4ccccc4n23)cc1,nt,52,1%,nt
COC(=O)[C@@]1(Cc2ccccc2)[C@H]2c3cc(C(=O)N4CCCC4)n(Cc4cc(F)cc5c4OCOC5)c3C[C@H]2CN1C(=O)c1ccccc1,nt,nt,1%,-3%
Cc1cc(C)n(-c2c(F)c(F)c(CN3CCOCC3)c(F)c2F)n1,-5,-4,3%,0%
O=C(O)c1ccc(NC(CSCc2cccc(F)c2)C(=O)O)c([N+](=O)[O-])c1 (stereo not given),1,11,-11%,-11%
CCOc1cc(/C=C(/C#N)c2ccc(F)cc2)ccc1OCc1ccc(C(=O)O)o1,-2,7,-17%,-21%
O=C(Nc1ccc(C(O)(C(F)(F)F)C(F)(F)F)cc1)c1ccc(Cl)c([N+](=O)[O-])c1,nt,-21,-3%,nt

# Not all compounds are listed, so the mix of outcomes need not match the whole.
